Screens as filed in PubChem BioAssay.
GCN5L2 inh: qHTS Assay for Inhibitors of GCN5L2. Histone acetyltransferase KAT2A (Homo sapiens), Q92830. Potency, µM (highest dose often 58.9 µM), for inactives: at the highest dose activity change, negative = inhibition, most hits filed as inhibitors. GCN5L2 HAT assay, ThioGlo1 CoA-SH fluorescence. AID 504327, 2011. 390,000 tested, 0.21% active
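Enzyme at 20nM final was mixed with library compounds for 15 min at room temperature. Peptide H3(1-25) at 75uM, acetyl-CoA at 70uM and ThioGlo1 at 50uM were then added. Plates were read immediately and after 20 min (Ex340nm/Em540nm).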
TDP1 cell noCPT: qHTS for Inhibitors of human tyrosyl-DNA phosphodiesterase 1 (TDP1): qHTS in cells in absence of CPT; DT40 Tdp1-/- hTDP1 cells, no CPT, ATP luminescence, 48 h; 420,000 tested, 15% active; Potency, µM (highest dose often 46.2 µM), for inactives: at the highest dose activity change, negative = growth inhibition, actives largely listed as inhibitors; AID 686978, 2013; also: nearly all actives have a fitted effect of over 55% in size
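Camptothecin absent (DMSO only). Human TDP1-complemented DT40 knockout cells, 400 cells/well, 37 °C for minimum 48 hr; ATP measured via CellTiter-Glo, 30 min dark incubation, luminescence.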
TDP1 inh: qHTS Assay for Inhibitors of Tyrosyl-DNA Phosphodiesterase (TDP1); recombinant TDP1, AlphaScreen DNA substrate cleavage; Potency, µM (doses to about 130 µM), for the others: at the top dose activity change, negative = inhibition, hits mostly inhibitors; AID 485290, 2010; 350,000 tested, 0.28% active; also: nearly all actives have a fitted effect of over 40% in size
Target sequence (Q9NUW8 whole entry, looked up): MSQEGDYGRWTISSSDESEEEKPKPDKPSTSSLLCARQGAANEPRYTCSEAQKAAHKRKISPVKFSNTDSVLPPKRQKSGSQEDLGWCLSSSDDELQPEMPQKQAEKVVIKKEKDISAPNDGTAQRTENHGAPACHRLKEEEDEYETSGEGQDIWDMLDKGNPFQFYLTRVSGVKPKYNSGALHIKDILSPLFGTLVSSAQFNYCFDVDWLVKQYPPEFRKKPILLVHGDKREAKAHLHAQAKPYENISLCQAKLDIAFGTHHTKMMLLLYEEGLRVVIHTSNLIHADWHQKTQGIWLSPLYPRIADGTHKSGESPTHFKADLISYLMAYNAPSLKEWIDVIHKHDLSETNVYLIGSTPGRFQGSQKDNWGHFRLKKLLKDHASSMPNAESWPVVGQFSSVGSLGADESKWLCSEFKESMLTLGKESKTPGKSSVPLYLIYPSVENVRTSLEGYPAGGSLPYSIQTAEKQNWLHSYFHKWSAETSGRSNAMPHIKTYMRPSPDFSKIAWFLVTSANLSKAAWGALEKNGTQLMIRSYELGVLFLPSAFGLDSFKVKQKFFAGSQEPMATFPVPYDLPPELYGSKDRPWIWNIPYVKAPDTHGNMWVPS
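Enzyme-compound mixtures sat 15 min at room temperature, followed by a 5 min reaction with 15 nM final substrate and 10 min with AlphaScreen beads. Recombinant human Tdp1 was used at 1 nM final.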
* = called active by the depositor; ? = inconclusive; · = no result given; [ ] = dose if it differs, or a comment. Calls follow the shape of the dose curve; as a rule, active = well fitted curve in the direction sought with a large enough effect; inconclusive = small, poorly fitted or top-dose-only effect, or another doubt; inactive = no such curve, though single readings can be large; an effect the other way counts as inactive or inconclusive. % is scaled to controls: 0 for no effect and ±100 for the full control effect; potency is read from the fitted curve at half-maximal effect. A portion of the library; count on the stated rates, not on these rows.

Preview:
Value order – TDP1 inh, TDP1 cell noCPT, GCN5L2 inh
COc1cc(OC)c(OC)cc1/C=C1\CCC/C(=C\c2cc(OC)c(OC)cc2OC)C1=O
→ ·, 23µM*, -10%
CCCCC(=O)NC(=O)NC(c1ccccc1)c1ccccc1
→ 5%, ?, -4%
CCOC(=O)Cn1c(=O)oc2cc(S(=O)(=O)N3CCC(C(=O)OCC)CC3)ccc21
→ -1%, 3%, -4%
Cc1nn2c(COc3ccc(NC(=O)c4ccccc4)cc3)nnc2c2ccccc12
→ -5%, ?, 1%
Cc1nc2c([nH]1)C1(CCN(Cc3ccccc3)CC1)C(C#N)=C(N)O2
→ 9%, -10%, 3%
O=C1CSC(=S)N1N=C1CCCCCC1
→ 0%, -7%, -19%

All compounds of this part, from the start:
Value order – TDP1 inh, TDP1 cell noCPT, GCN5L2 inh
COc1cc(OC)c(OC)cc1/C=C1\CCC/C(=C\c2cc(OC)c(OC)cc2OC)C1=O
→ ·, 23µM*, -10%
CCCCC(=O)NC(=O)NC(c1ccccc1)c1ccccc1
→ 5%, ?, -4%
CCOC(=O)Cn1c(=O)oc2cc(S(=O)(=O)N3CCC(C(=O)OCC)CC3)ccc21
→ -1%, 3%, -4%
Cc1nn2c(COc3ccc(NC(=O)c4ccccc4)cc3)nnc2c2ccccc12
→ -5%, ?, 1%
Cc1nc2c([nH]1)C1(CCN(Cc3ccccc3)CC1)C(C#N)=C(N)O2
→ 9%, -10%, 3%
O=C1CSC(=S)N1N=C1CCCCCC1
→ 0%, -7%, -19%
CCOC(=O)N1CCN(C(=O)Cn2ncc3c2-c2ccccc2OC3)CC1
→ 7%, -12%, 0%
CN(Cc1ccccc1)C(=O)c1ccccc1C(=O)OCC(=O)N(Cc1ccccc1)C(C)(C)C
→ 0%, 15µM*, -10%
Cc1ccc(CN2CC(C(=O)OCc3ccccc3Cl)CC2=O)cc1 (centres undefined)
→ ·, -13%, -20%
CCCCN(C(=O)CSc1nc2ccccc2s1)c1c(N)n(CCCC)c(=O)[nH]c1=O
→ 1%, ?, -1%
Cc1cc(Cl)ccc1OCC(=O)Nc1ccncc1
→ ·, 5.8µM*, -6%
COC(=O)COc1ccc2c(c1)O/C(=C\c1cccc([N+](=O)[O-])c1)C2=O
→ ·, 13µM*, -13%
C/C(=N\NC(=O)c1ccc([N+](=O)[O-])cc1)c1c(O)cc(C)oc1=O
→ 5%, ?, -8%
O=C(c1cccc(NS(=O)(=O)c2ccccc2)c1)N1CCN(c2ccccc2)CC1
→ 0%, ?, -9%
CC(=O)N1N=C(C)CC1c1ccc(OCc2ccccc2)cc1 (centres undefined)
→ 1%, -23%, 38%[activator]
CCCc1nnc(NC(=O)COc2ccc3c(c2)OCO3)s1
→ 7%, 6%, -5%
COc1cc(C2C(C#N)=C(N)OC3=C2C(=O)CCC3)c([N+](=O)[O-])cc1OC (centres undefined)
→ ·, 0%, -4%
CNCc1cc(Br)c(OCC(=O)Nc2ccccc2OC)c(OC)c1
→ 3%, ?, 3%
Cc1cccc(NC(=S)N/N=C2\CC(C)(C)Oc3ccc(O)cc32)c1
→ 6%, 2.6µM*, -3%
Cc1ccc(NC(=S)NCc2ccco2)c(C)c1
→ ·, ?, 1%
CCOc1ccc(NC(=S)Nc2cccc3ccccc23)cc1
→ 5%, -14%, -5%
N#Cc1nc(-c2ccc(OCc3ccc(Cl)cc3)cc2)oc1N1CCOCC1
→ -1%, -19%, 0%
C=CCc1ccccc1OCCSc1nc(-c2ccccc2F)nc2cc(=O)[nH]n12
→ ?, 21µM*, 2%
Cc1ccccc1-c1cncnc1NCc1ccccc1
→ ·, -20%, -14%
CS(=O)(=O)c1ncc(N(Cc2ccco2)Cc2ccco2)c(C(=O)Nc2ccccc2Br)n1
→ 10%, ?, -10%
O=C(NCCc1nc2ccccc2[nH]1)c1cc([N+](=O)[O-])cc([N+](=O)[O-])c1
→ 8%, 2%, 13%
CCC1(c2ccccc2)NC(=O)N(CC(=O)NCc2ccncc2)C1=O (centres undefined)
→ 3%, -5%, -1%
CC(=O)Nc1ccc(S(=O)(=O)NCCSc2ccccn2)cc1
→ 2%, -9%, -3%
Cc1ccc(OCC(=O)N2CCc3ccccc32)cc1
→ 0%, -22%, 3%
OCC1(Cc2ccccc2)CCN(Cc2cccc(F)c2F)CC1
→ -2%, ?, 2%
CC1CN(C(=O)N(C)C)CCN1C(=O)N(C)C (centres undefined)
→ 0%, -9%, 1%
CCOP(=O)(OCC)C(Nc1ccccc1)c1cccnc1 (centres undefined)
→ 6%, -13%, -6%
CCCC(=O)Nc1nnc(COC)s1
→ 3%, 6%, -8%
Cn1c(SCC(=O)NC2CC2)nnc1C(F)(F)F
→ -3%, -2%, 4%
O=[N+]([O-])c1cccc(/C=N/Nc2cc(Cl)nc(-c3ccccc3)n2)c1
→ 2%, 21µM*, -6%
CCOC(=O)c1c(NC(=O)CSc2cn(CCNC(=O)c3cccc(C(F)(F)F)c3)c3ccccc23)sc2c1CCC2
→ 7%, -3%, -12%
O=C(NCc1ccccc1)C(=O)NCC1CCCN1S(=O)(=O)c1cccs1 (centres undefined)
→ 2%, -1%, -3%
O=C(Nc1nc2n(n1)C(c1ccc(Cl)cc1)CC(c1ccc(Cl)cc1)N2)c1ccco1 (centres undefined)
→ 10%, ?, -13%
COc1ccc(C2=Nc3cc(C)ccc3OC2)cc1
→ -3%, ?, -5%
CCN1C(Nc2ccccc2)=NC[C@@H]1C
→ ·, 8%, -1%
COc1ccc(C(=O)NN2CCCCC2)cc1OC
→ 4%, -10%, 1%
O=C(CNC(=O)c1ccc2ccccc2c1)NC1CCCCC1
→ 0%, -21%, -1%
COc1ccc(N(CC(=O)Nc2cccc(C)c2)S(=O)(=O)c2ccc(C)cc2)cc1OC
→ 3%, -22%, -1%
O=C(NC(=S)N1CCc2ccccc21)c1ccccc1Cl
→ 3%, ?, -2%
C/C(=N\NC(=O)Cc1cccn1C)c1cccc2ccccc12
→ 7%, -10%, -3%[0.501 µM]
COCC(=O)N1CCC2(CC1)CN(C(c1ccccc1)c1ccccc1)C2
→ ·, -28%, -4%
COc1cccc(N2CCN(C(=S)Nc3cc(C)cc(C)c3)CC2)c1
→ ·, 6.5µM*, -19%
O=C(NCc1cccnc1)c1cn(CCc2ccccc2)nn1
→ -3%, -5%, -11%
CC(CN1CCOCC1)OC(=O)C(c1ccccc1)c1ccccc1 (centres undefined)
→ 7%, -15%, -1%
COc1cccc(CNC(=O)C2CCN(Cc3cnn(-c4ccccc4)c3-n3cccc3)CC2)c1
→ 4%, ?, 2%

(more compounds)
Value order – TDP1 inh, TDP1 cell noCPT, GCN5L2 inh
CCOc1ccc(-c2cnc(NCc3cccc4ccccc34)n2CCOC)cc1
→ 9%, 4.6µM*, 0%
COc1ccc(S(N)(=O)=O)cc1C(=O)OCCCC(=O)c1ccccc1
→ 2%, ?, -2%
Cc1noc(C)c1COC(=O)c1cccc(S(=O)(=O)N2c3ccccc3CC2C)c1 (centres undefined)
→ -2%, ?, -7%
CCCC(=O)C1=C(N2CCCCC2)CC(C)(C)C(C(=O)OC)C1=O (centres undefined)
→ 6%, 13%, 3%
O=C(CCc1ccccc1)N=C1SC2CS(=O)(=O)CC2N1c1ccc(F)cc1 (centres undefined)
→ 6%, 18%, -2%
N/C(=N\O)c1ccccc1N1CCCCC1
→ 3%, -17%, -1%
CC1CCC/C(=N/NC(=O)c2ccccc2-n2cccc2)C1 (centres undefined)
→ -5%, -19%, -3%
CCOC(=O)Cn1c(=O)oc2cc(S(=O)(=O)NCCC(C)C)ccc21
→ 4%, -12%, -13%
O=C(c1ccc(COc2ccc(Cl)cc2)cc1)N1CCCCC1
→ 3%, ?, 0%
O=S(=O)(c1ccc(F)cc1)N1CCCC(c2nc(-c3ccc(F)cc3)no2)C1 (centres undefined)
→ ·, ?, -22%
C[C@@H](CN1C(=O)C(=O)NC[C@@H]1Cc1ccc(O)cc1)NC(=O)Cc1ccccc1
→ ·, -16%, 3%
Cc1ccc(Cl)cc1N1CCN(Cc2nnc(-c3ccc4c(c3)OCO4)o2)CC1
→ 0%[12.3 µM], ?, -3%
CCc1ccc(N2C(=O)C3C(C2=O)N2CCCN2C3c2ccccc2)cc1 (centres undefined)
→ 1%, 2%, 11%
C=CCOc1c(Br)cc(/C=N/Nc2ccc(C(=O)O)cc2)cc1OCC
→ 5%, -29%, -10%
COc1ccc(CCn2nnnc2C(c2ccccc2)N2CCN(C)CC2)cc1OC (centres undefined)
→ -4%, -11%, 5%
O=c1[nH]c(CSc2nc3ccccc3o2)nc2c1cnn2-c1ccccc1
→ 2%, -20%, -10%
CSc1nnc(-c2ccco2)c(-c2ccco2)n1
→ ·, ?, ?
COc1cc(OC)cc(C(=O)Nc2ccc3oc(-c4ccc(Cl)cc4)nc3c2)c1
→ 3%[12.3 µM], ?, -5%
CCOC(=O)N1CCN(C(=O)CS(=O)(=O)c2cn(Cc3cccc(F)c3)c3ccccc23)CC1
→ 6%, -21%, -2%
CCOC(=O)N1CCN(CC(c2ccccc2)c2ccccc2)CC1
→ ·, -4%, -9%
COc1ccc(N2CCN(CCCNC(=O)c3ccc4nc(CCc5ccccc5)oc4c3)CC2)cc1
→ 10%, 16µM*, 9%
C[C@H](CO)N1C[C@H](C)[C@@H](CN(C)C(=O)NC2CCCCC2)Oc2ccc(NS(=O)(=O)c3cccs3)cc2C1=O
→ 1%, -15%, 3%
COc1ccc(S(=O)(=O)NCC(c2ccc3c(c2)OCO3)N2CCN(C)CC2)cc1OC (centres undefined)
→ ·, -11%, -24%
Cc1ccc(OCc2nc3ccccc3[nH]2)cc1
→ -3%, ?, -1%
O=C(COc1ccc2c3c(c(=O)oc2c1)CCCC3)N1C[C@H]2C[C@@H](C1)c1cccc(=O)n1C2
→ ·, -4%, -15%
Cc1ccc(N2CCn3c2nc2c3c(=O)n(CCCc3ccccc3)c(=O)n2C)cc1C
→ 1%, -29%, -6%
CCn1cc2c(c1-c1cccc(C)c1)c(=O)n(C)c(=O)n2C
→ 10%, -25%, -3%
CC1CSc2n(-c3cccc(C(F)(F)F)c3)cc(-c3ccccc3)[n+]21 (centres undefined)
→ 6%, 16µM*, -12%
CCCCCc1cc(=O)oc2c(C(CCN3CCCCC3)c3ccc4c(c3)OCO4)c(OC)cc(OC)c12 (centres undefined)
→ ·, ?, -7%
Cc1c(C(=O)Nc2cccc3cccnc23)oc2ccccc12
→ -2%, -12%, -2%
Cc1nn(CC(=O)NCCCN2CC(C)CC(C)C2)c(=O)c2cccn12 (centres undefined)
→ 4%, 31%[activator], 4%
CCCCNC(=O)c1onc(CSc2cccc(OC)c2)c1C(=O)O
→ 3%, -11%, 2%
O=C1N[C@@H](Cc2ccccc2)COC(=O)[C@@H](Cc2ccc(F)cc2)C/C=C\C[C@@H]1CC(=O)N(CCO)Cc1ccccc1
→ 1%, 18µM*, -7%
Cc1ccc(-n2ncc(C(=O)N3CCCCC3)c2C2CCN(C(=O)OC(C)(C)C)CC2)c(C)c1
→ 5%, ?, 6%
Cc1cc(C(=O)COC(=O)Cc2ccc(Cl)cc2)c(C)n1C
→ 5%, ?, -13%
CSc1ccccc1C(=O)C1CCCN(C(=O)c2csnn2)C1 (centres undefined)
→ -1%, -13%, 2%
Cc1nonc1NC(=O)CSc1nc(C2CCCCC2)nc2ccccc12
→ -2%, 23µM*, -5%
CC(=O)NCC1CCCN(C(=O)c2ccc(OC3CCN(Cc4ccccn4)CC3)cc2)C1 (centres undefined)
→ 0%, 18%, 3%
Cc1ccc(C)c(N2CCN(C(=O)c3cc4cc5ccc(C)cc5nc4o3)CC2)c1
→ 2%, ?, -6%
Cn1ncc([N+](=O)[O-])c1C(=O)Nc1ccc2c(c1)OCCO2
→ 4%, -10%, -7%

Single records (already shown). Values in the order: TDP1 inh, TDP1 cell noCPT, GCN5L2 inh
Cc1nn(CC(=O)NCCCN2CC(C)CC(C)C2)c(=O)c2cccn12 (centres undefined) is entered as 4%, 31%[activator], 4%
Cc1nonc1NC(=O)CSc1nc(C2CCCCC2)nc2ccccc12 is entered as -2%, 23µM*, -5%

Remaining list, next part:
Value order – TDP1 inh, TDP1 cell noCPT, GCN5L2 inh
CCN(CC(=O)Nc1ccc(NC(C)=O)cc1)C(=O)/C=C/c1cccs1
→ 5%, -7%, -11%
CN(Cc1cccc(F)c1)C(=O)Cc1ccc(S(=O)(=O)N2CCOCC2)s1
→ 8%, ?, 3%
CSC1=C(C#N)C(c2ccc(C)s2)CC(=O)N1 (centres undefined)
→ 5%, -12%, 1%
N#Cc1cnc2nc(SCc3ccccc3)nn2c1
→ ·, ?, 3%
COc1cc(/C=C2\CCC(C3CCCC3)C2=O)cc(OC)c1OC (centres undefined)
→ ·, 16µM*, 0%
NC(=O)NC(=O)CN1C(=O)NC(c2ccccc2)(c2ccccc2)C1=O
→ 7%, -2%, -1%
Cc1ccc(NS(=O)(=O)c2cccc(C(=O)NCC(c3cccs3)N(C)C)c2)cc1 (centres undefined)
→ 4%, ?, -6%
